Compound activity deposited in PubChem by several laboratories.
PfHsp40 yeast – compounds rescuing yeast from Plasmodium falciparum HSP40 toxicity; S. cerevisiae expressing PfHsp40, growth rescue, ATP luminescence; growth rescue, % at 12.5 µM; 340,000 tested, 0.68% active; AID 504582; in the data active means growth rescue above about 28%, passing the limit was not always enough; inconclusive means no clear call, values can overlap the other calls;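 further: yeast W303a lacking pdr1 and pdr3 grown in galactose medium; growth measured after three days at 30 °C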
CCHF vOTU inh – CCHFV vOTU protease inhibition. Pep-AMC fluorescence. inhibition, % at 11.5 µM. 370,000 tested, 0.55% active. AID 651958; in the data active means inhibition above about 30%; further: 0% = vehicle wells with enzyme and 100% = no enzyme wells
Yp Topo-I inh – blocks Yersinia pestis topoisomerase I activity; activity, % at 10 µM; 360,000 tested, 0.064% active; AID 504884; Y. pestis Topo-I cleavage product accumulation, plate reader; in the data active means activity above about 50%, passing the limit was not always enough; inconclusive means no clear call, values can overlap the other calls; further: inactives centre near 2
BoNT-F LC inh – blocks Botulinum neurotoxin F light chain protease; Multiplex microsphere protease cleavage assay, flow cytometry; inhibition, % at 10 µM; 360,000 tested, 0.22% active; AID 588497; in the data active means inhibition above about 35%, passing the limit was not always enough; inconclusive means no clear call, values can overlap the other calls; further: plate controls were buffer without enzyme for full effect and enzyme alone for no effect
TcdB inh – inhibitors of Clostridioides difficile toxin B glycohydrolase. P18177. TcdB glycohydrolase enzymatic assay, plate reader. inhibition, % at 9.99 µM. 350,000 tested, 0.24% active; in the data active means inhibition above about 10%
FadD28 binding – M. tuberculosis FadD28 bisubstrate binding inhibition; 360,000 tested, 0.22% active; inhibition, % at 12.5 µM; FadD28 bisubstrate probe binding, fluorescence polarization; in the data active means inhibition above about 8.5%, passing the limit was not always enough; inconclusive means no clear call, values can overlap the other calls
BoNT A protease – BoNT A light chain protease inhibition; multiplex microsphere protease substrate cleavage, flow cytometry; inhibition, % at 10 µM; 360,000 tested, 0.17% active; further: plate controls were buffer without enzyme for full effect and enzyme alone for no effect
Anthrax LF inh2 – inhibitors of Bacillus anthracis lethal factor protease | AID 588501 | inhibition, % at 10 µM | multiplex microsphere protease cleavage assay, LF | 360,000 tested, 0.12% active | P15917; further: plate controls were buffer without enzyme for full effect and enzyme alone for no effect
Target sequence (P15917 whole entry, looked up): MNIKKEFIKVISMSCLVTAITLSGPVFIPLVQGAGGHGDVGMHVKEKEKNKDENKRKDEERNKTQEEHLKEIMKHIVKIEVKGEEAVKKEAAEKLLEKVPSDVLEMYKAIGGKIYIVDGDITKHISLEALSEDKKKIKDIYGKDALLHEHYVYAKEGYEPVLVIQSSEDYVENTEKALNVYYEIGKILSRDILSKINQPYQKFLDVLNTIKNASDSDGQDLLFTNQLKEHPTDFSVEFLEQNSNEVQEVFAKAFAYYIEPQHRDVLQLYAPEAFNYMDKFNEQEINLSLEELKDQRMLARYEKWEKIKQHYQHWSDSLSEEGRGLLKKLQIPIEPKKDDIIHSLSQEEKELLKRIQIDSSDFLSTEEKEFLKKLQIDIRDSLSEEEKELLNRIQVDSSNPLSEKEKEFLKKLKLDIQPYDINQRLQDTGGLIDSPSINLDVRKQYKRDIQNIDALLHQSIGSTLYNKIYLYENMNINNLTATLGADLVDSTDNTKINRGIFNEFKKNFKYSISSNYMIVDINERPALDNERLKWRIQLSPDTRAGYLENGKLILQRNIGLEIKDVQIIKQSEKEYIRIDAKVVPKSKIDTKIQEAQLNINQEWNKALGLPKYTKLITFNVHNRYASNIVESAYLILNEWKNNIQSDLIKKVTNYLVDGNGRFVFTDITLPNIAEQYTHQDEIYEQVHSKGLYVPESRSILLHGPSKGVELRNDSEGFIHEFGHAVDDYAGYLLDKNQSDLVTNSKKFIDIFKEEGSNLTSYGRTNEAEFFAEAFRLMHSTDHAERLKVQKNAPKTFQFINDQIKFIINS
PrPC TRFRET – reduces human prion protein on the cell surface; inhibition, % at 13.8 µM; P04156; 370,000 tested, 0.43% active; AID 720596; cell surface PrPC, TR-FRET read-out; in the data active means inhibition above about 24%; further: 0% = median of the test wells and 100% = reference compound wells
Starred values were filed as active, the others as inactive; ? = inconclusive; nt = no result given. Unless noted, no stated cut-off is given here; in the data, active means inhibition above about 30%; inconclusive means no clear call, values can overlap the other calls; inactive means below that.

Below each SMILES: PfHsp40 yeast, CCHF vOTU inh, Yp Topo-I inh, BoNT-F LC inh, TcdB inh, FadD28 binding, BoNT A protease, Anthrax LF inh2, PrPC TRFRET
(1) CCCCOc1ccc(C(=O)OCC(=O)N2CCCCCC2)cc1
 : -0.6, 12.6, 16.1, 5.0, 1.2, nt, 0.0, -3.7, -5.6
(2) CCCCCn1c(C(C)NC(=O)CCC)nc2ccccc21 (configuration not stated)
 : 0.6, 14.6, 3.2, -5.8, 0.8, 0.0, 0.1, -10.1, 8.3
(3) O=C1/C(=C/c2ccc(N3CCCC3)cc2)NC(=S)N1C1CC1
 : 2.0, 6.4, -5.3, -24.2, nt, -1.2, 13.6, 7.7, -18.5
(4) COc1cc(OC)cc(C(=O)NNC(=O)c2ccc3c(c2)OCCO3)c1
 : -2.7, -1.0, -2.2, 0.5, 1.7, -1.9, 0.1, -3.4, -6.9
(5) CCOc1ccc(OCC(=O)N2CCN(S(=O)(=O)c3ccccc3)CC2)cc1
 : nt, -5.0, 4.2, -8.0, 1.3, -4.5, -0.3, 1.0, 2.9
(6) COC(=O)N1N=C(c2ccccc2)CC1(O)C(F)(F)F (configuration not stated)
 : -0.8, 10.3, 2.6, 0.8, 0.9, 1.1, 0.1, 8.3, -7.0
(7) CN1CCN(C2Cc3ccc(F)cc3Sc3cc(F)c(Cl)cc32)CC1 (configuration not stated)
 : 0.7, 3.7, -19.9, nt, 1.0, -5.4, nt, nt, -0.8
(8) O=[N+]([O-])c1ccc(OS(=O)(=O)Cc2ccccc2)cc1
 : 0.7, 8.2, -8.1, -6.7, 0.5, -2.8, -1.3, -1.2, -7.3
(9) Cc1ccc(-c2cc(C(=O)N/N=C/c3c[nH]c4ccccc34)n[nH]2)o1
 : -1.2, 4.0, -21.8, 2.3, -0.9, -3.4, -0.8, 0.0, 6.2
(10) Cc1c(N=C/C=C/c2ccccc2)c(=O)n(-c2ccccc2)n1C
 : -1.7, 0.2, 4.2, -6.6, nt, 0.2, 0.1, -3.1, -1.2
(11) CSc1c(CC(=O)Nc2ccccc2)n(Cc2ccccc2)c2ccccc12
 : -1.0, -1.6, 2.9, 4.7, 0.7, -1.1, 0.2, 1.7, 4.7
(12) CCN1C(=O)/C(=C\N(C(C)=O)c2ccccc2)OC1=S
 : -3.1, 19.8, 12.1, 4.0, nt, -2.0, 0.6, -0.1, -2.6
(13) COc1ccc(NC(=O)C2CC(=O)N(Cc3ccc(C)cc3)C2)cc1S(=O)(=O)N1CCCCC1 (configuration not stated)
 : -1.6, 5.6, 0.3, 6.6, nt, -0.7, 0.9, -3.7, 5.1
(14) CN(CC(=O)Nc1ccccc1Cl)C(=O)c1cccc(-n2cccc2)c1
 : 0.6, -2.2, -0.9, -4.8, 0.2, -2.0, -3.2, -0.9, -4.0
(15) CCCC1NC(=O)c2cc3ccccc3cc2-n2c1nc1ccc(F)cc1c2=O (configuration not stated)
 : nt, -6.0, 20.0, 1.2, 0.5, -6.5, 0.2, -2.4, -5.8
(16) CCOc1ccc(S(=O)(=O)N2CCN(c3ccccc3OC)CC2)c2cccnc12
 : -0.2, 2.3, 28.4, -7.5, nt, -3.3, 0.4, -5.2, 2.1
(17) COC(=O)c1ccc(-c2ccc(Cl)cc2)nc1C
 : 0.2, -0.9, 0.3, -0.7, nt, -2.1, 0.1, -1.9, 15.3
(18) COc1cc(C(=O)Oc2ccc3c(c2)OCC3=O)cc(OC)c1OC
 : 1.1, 12.7, -0.4, 43.7*, nt, 0.8, 1.0, 2.2, -3.5
(19) C1CCc2c(nc3nnnn3c2NC2CCCC2)C1
 : -1.1, 2.4, -6.5, -4.8, 1.5, -3.5, 0.5, 1.2, 0.3
(20) CCCCN(CCCC)C(=O)CSc1nnc2n(C)c(=O)c3c4c(sc3n12)CCCC4
 : -0.4, -0.7, 28.0, 0.4, nt, -1.5, -1.1, 7.0, -9.7
(21) CCOCCCNC(=O)C(c1ccc(C)cc1)N(Cc1cccs1)C(=O)CNC(C)=O (configuration not stated)
 : -1.4, -1.7, -0.9, 4.9, -6.3, -2.0, 0.7, -8.4, 0.8
(22) COC(=O)c1ccccc1Oc1ccc(NC(=O)C(C)(C)CCl)cc1
 : 0.2, -7.0, 0.6, 0.4, 0.1, -2.6, 0.1, -2.9, 10.0
(23) O=C(CCC(=O)N1CCCCC1)Nc1nnc(C2CCCCC2)s1
 : -0.4, 5.7, 9.9, -0.6, -6.5, -2.9, -1.6, 0.2, 6.5
(24) Cc1cccc(CSc2ncnc3ccccc23)c1
 : -0.4, -2.4, 5.5, -1.0, 0.2, -2.5, -1.9, -8.4, 2.2
(25) C=CCC1(CC=C)CCCN1C(=O)Cn1nnnc1CN(C)C(C)C
 : 0.4, -4.6, 8.2, -28.7, -0.3, 0.1, -1.3, 2.6, 1.2
(26) Cc1oc2cc3oc(=O)c(CCC(=O)N(C)CC(=O)O)c(C)c3cc2c1C
 : -0.9, 5.3, 5.2, 30.6, -0.6, -1.1, 2.8, 4.2, -5.6
(27) COC(=O)C1CCN(C(=O)c2cc(=O)[nH]c3ccccc23)CC1
 : 0.5, -7.1, 9.8, -1.5, 2.0, -1.0, -1.2, -2.1, 2.3
(28) Cc1noc(C)c1COc1ccccc1C(=O)NCCOc1ccccc1
 : -0.6, -0.8, -1.7, -185.3, 2.1, -2.0, -114.9, -14.2, 6.5
(29) Cn1cc(CN2CCN(CCO)CC2)c(-c2ccc(Oc3ccccc3)cc2)n1
 : 0.5, -11.1, -4.2, -2.1, nt, -2.3, 0.3, -0.5, 2.2
(30) O=C(Nc1ccccc1)C(c1ccccc1)c1ccccc1
 : -0.8, 12.5, 0.4, -13.0, -0.9, -2.5, -2.5, -6.5, 2.7
(31) O=C(Cc1ccsc1)Nc1ccc2c(c1)OCO2
 : 0.4, -9.4, 6.2, -0.6, 0.7, nt, 1.0, -6.6, -6.2
(32) COc1ccccc1C(=O)NNC(=O)c1ccc(NS(=O)(=O)c2cccs2)cc1
 : 0.0, 8.5, -4.7, -7.1, 1.4, -1.3, -4.6, -0.5, -1.2
(33) CN(C)C(=S)Nc1cccc(-c2n[nH]c(=S)o2)c1
 : 1.1, -3.2, 1.9, -4.1, 0.4, -0.3, -0.7, -1.0, -0.6
(34) O=[N+]([O-])c1ccccc1SNc1ccccc1
 : nt, -4.6, -6.6, -4.2, 1.4, -0.2, 0.0, -7.9, -3.3
(35) Cc1ccc2c(CN3CCN(Cc4ccccc4)CC3)cc(=O)oc2c1
 : 7.6, 27.4, 14.1, ?, 0.7, 0.0, 0.5, -11.7, -7.3
(36) CCC(C)N(CCNC(=O)CC1Oc2ccc(C)cc2NC1=O)C1CCCCC1 (configuration not stated)
 : -1.6, -3.8, -10.3, -4.8, 0.2, -5.2, 0.3, 3.7, -13.7
(37) CN(C)CCNc1oc(-c2ccccc2Cl)nc1S(=O)(=O)c1ccccc1
 : -1.0, -2.0, -7.4, -13.6, 0.3, -1.2, -1.2, -12.1, -6.9
(38) COc1ccc2[nH]c(=O)c(CN(C(=O)c3ccccn3)c3ccccc3)cc2c1
 : 0.1, 0.7, 2.5, 9.3, nt, -3.3, 0.6, 2.9, -4.2
(39) O=C(c1cc(C(=O)NCc2ccc(Cl)cc2)c(=O)n(Cc2ccc(Cl)cc2)c1)c1cc(F)ccc1O
 : 0.1, 6.6, 2.8, -1.8, 0.0, -4.7, 0.1, -1.0, -1.5
(40) O=S(=O)(c1ccc(Br)cc1)N1CCC2(CC1)OCCO2
 : 1.4, -1.6, 8.8, nt, 1.1, 0.5, nt, nt, 0.5
(41) CN(C)c1ccc(S(=O)(=O)NCC(=O)NCCOc2ccccc2F)cc1[N+](=O)[O-]
 : 0.1, -2.2, 0.5, 8.3, 0.5, 0.0, 0.9, 1.8, -9.8
(42) COCCn1nnnc1C(c1ccc(OC)c(OC)c1)N1CCc2ccccc21 (configuration not stated)
 : -0.5, -7.1, 1.5, -4.5, -1.1, -3.3, 1.0, -3.6, -2.2
(43) CCOC(=O)/C=C/C(=O)N1CCc2ccccc21
 : -1.4, 8.1, -10.0, 22.1, nt, -0.4, 2.2, 5.6, 3.1
(44) COc1cc(Nc2nnc(C)s2)c(Cl)cc1Cl
 : -0.7, 8.2, -0.5, nt, nt, -4.1, nt, nt, -1.7
(45) O=C(NCCCn1ccnc1)C(=O)NCC1OCCN1S(=O)(=O)c1ccc(Cl)cc1 (configuration not stated)
 : 0.0, 1.0, -8.0, -15.7, -0.5, -1.9, -1.6, -10.0, 4.7
(46) CCc1cc(=O)oc2cc(C)cc(OCC(=O)N3CCC(C(=O)O)(c4ccccc4)CC3)c12
 : 0.8, -10.5, 3.1, -7.7, 0.2, -0.1, -0.5, -0.9, -1.5
(47) COc1ccc(-c2coc3c(C(=O)NCC(C)C)cccc23)c(C)c1
 : nt, 5.7, 1.9, -2.1, 0.0, -2.4, -0.3, 2.4, 5.2
(48) Cc1cc(C)c(C(=O)NCC(=O)c2ccccc2)c(C)c1
 : -1.3, -7.3, 11.6, -8.4, 0.1, -1.1, 0.7, -3.7, 6.7
(49) COc1ccc(-c2oc3ccc(-c4ccc5c(c4)OCO5)cc3c2-c2ccc(OC)nc2)cc1
 : -0.9, -8.5, -0.6, -4.8, 0.4, -0.6, 0.2, -5.0, -4.0
(50) OCc1nc2ccccc2n1CCCc1ccccc1
 : nt, -2.7, 2.7, -2.8, 1.5, -2.4, -0.4, 0.1, 2.4
(51) Cc1ccsc1/C=C/c1ccc2cccc(O)c2n1
 : 445.8*, 0.8, 12.3, -17.0, nt, -4.0, -0.3, -10.5, -19.7
(52) CCOc1ccc(-n2c(SCc3ccc([N+](=O)[O-])cc3)nnc2-c2ccc(OC)cc2)cc1
 : -0.2, -5.8, 13.7, -6.3, -0.3, -2.0, -0.6, -0.1, -3.4
(53) CCOc1ccc(-c2nnc(NC(=O)C3CCCC3)o2)cc1
 : -0.4, 11.0, 0.6, -25.3, 1.0, -0.3, -4.6, 4.3, -3.4
(54) CCOc1ccc(OCCC(=O)NNC(=O)c2nn(C)c(=O)c3ccccc23)cc1
 : -0.8, -0.1, -3.7, 16.5, -0.3, -0.3, 1.4, -1.4, -3.5
(55) CCOC(=O)N1CCN(C(c2cccc(OC)c2)c2sc3nc(C)nn3c2O)CC1 (configuration not stated)
 : -1.4, -0.5, 3.0, -13.7, nt, -1.3, -0.8, 0.5, 3.4
(56) Cc1ccc(NC(=O)CSc2nc(CSc3ccc(C)cc3)cc(=O)[nH]2)cc1
 : -1.8, 16.1, 2.8, 18.6, 1.2, 2.4, 2.4, -0.7, 4.5
(57) O=C(CCNC(=O)c1ccc([N+](=O)[O-])cc1)Nc1cc(Cl)ccc1N1CCOCC1
 : 1.2, 9.0, 5.2, -2.5, 0.3, -0.3, 1.3, -2.7, 0.9
(58) Cc1cccc(C)c1NC(=S)N(CCCN1CCN(C)CC1)Cc1cccs1
 : 1.1, 8.3, 5.7, -1.3, -0.2, -1.2, -0.1, -3.3, -0.6

In the list so far, these contain a thiophene ring, fused or not:
Below each SMILES: PfHsp40 yeast, CCHF vOTU inh, Yp Topo-I inh, BoNT-F LC inh, TcdB inh, FadD28 binding, BoNT A protease, Anthrax LF inh2, PrPC TRFRET
(20) CCCCN(CCCC)C(=O)CSc1nnc2n(C)c(=O)c3c4c(sc3n12)CCCC4
 : -0.4, -0.7, 28.0, 0.4, nt, -1.5, -1.1, 7.0, -9.7
(21) CCOCCCNC(=O)C(c1ccc(C)cc1)N(Cc1cccs1)C(=O)CNC(C)=O (configuration not stated)
 : -1.4, -1.7, -0.9, 4.9, -6.3, -2.0, 0.7, -8.4, 0.8
(31) O=C(Cc1ccsc1)Nc1ccc2c(c1)OCO2
 : 0.4, -9.4, 6.2, -0.6, 0.7, nt, 1.0, -6.6, -6.2
(32) COc1ccccc1C(=O)NNC(=O)c1ccc(NS(=O)(=O)c2cccs2)cc1
 : 0.0, 8.5, -4.7, -7.1, 1.4, -1.3, -4.6, -0.5, -1.2
(51) Cc1ccsc1/C=C/c1ccc2cccc(O)c2n1
 : 445.8*, 0.8, 12.3, -17.0, nt, -4.0, -0.3, -10.5, -19.7
(58) Cc1cccc(C)c1NC(=S)N(CCCN1CCN(C)CC1)Cc1cccs1
 : 1.1, 8.3, 5.7, -1.3, -0.2, -1.2, -0.1, -3.3, -0.6

Rows were taken by chance; any-hit rate near 2.3%.
